# Screening data: PubChem, National Center for Advancing Translational Sciences (NCATS)
# Pin1 inh: qHTS Assay to Find Inhibitors of Pin1; Pin1 FP peptide displacement, HiFluor488, 10 min; Potency, µM (highest dose often 115 µM), without a hit: top-dose activity, negative = inhibition, actives largely listed as inhibitors; 390,000 tested, 0.009% active; AID 504891, 2011; active means well fitted inhibition curve with a large enough effect in the polarisation, with a control signal flat, not every such curve was filed as active; inconclusive means small, poorly fitted or top-dose-only effect, or effect the other way, or a change in a side signal; inactive means no such curve, though single readings can be large or run the other way; the % refers to the polarisation; further: potency means the concentration at half of the fitted maximal effect; on the % scale 0 is the no-effect control and ±100 the full control effect
# Target sequence (Q13526 whole entry, looked up): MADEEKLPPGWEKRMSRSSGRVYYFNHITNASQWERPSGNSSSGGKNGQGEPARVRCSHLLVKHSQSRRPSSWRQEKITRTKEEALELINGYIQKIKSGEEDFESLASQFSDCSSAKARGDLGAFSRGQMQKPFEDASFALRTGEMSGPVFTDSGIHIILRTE
# G9a inh: qHTS Assay for Inhibitors of Histone Lysine Methyltransferase G9a; G9a H3K9 monomethylation, AlphaScreen, 2 h; Potency, µM (series often up to 102 µM), inactives show at the highest dose activity, negative = inhibition, most hits filed as inhibitors; 350,000 tested, 8.8% active; AID 504332, 2011; further: potency means the concentration at half of the fitted maximal effect; on the % scale 0 is the no-effect control and ±100 the full control effect; nearly all actives have a fitted effect of over 75% in size
# Target sequence (Q96KQ7 913-1193 limits assumed): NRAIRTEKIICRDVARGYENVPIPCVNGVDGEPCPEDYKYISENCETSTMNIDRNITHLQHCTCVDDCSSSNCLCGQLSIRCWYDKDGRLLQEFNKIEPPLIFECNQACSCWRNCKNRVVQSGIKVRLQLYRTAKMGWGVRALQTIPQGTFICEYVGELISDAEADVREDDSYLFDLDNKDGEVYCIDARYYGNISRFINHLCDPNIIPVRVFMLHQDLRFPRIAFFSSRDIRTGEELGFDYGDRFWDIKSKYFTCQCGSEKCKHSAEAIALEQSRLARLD
#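 Compounds were preincubated with 20 nM G9a for 15 min, after which biotinylated H3K9 peptide (500 nM) and SAM (20 uM) started a 2 h room-temperature reaction. Monomethylated product was quantified by antibody-based AlphaScreen chemiluminescence.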
# Pol eta inh: qHTS for Inhibitors of Polymerase Eta. Potency, µM (series often up to 114 µM), for inactives: at the highest dose activity change, negative = inhibition, actives largely listed as inhibitors. recombinant Pol eta, fluorescent DNA replication assay. 390,000 tested, 1.2% active. AID 588591, 2011; further: potency means the concentration at half of the fitted maximal effect; on the % scale 0 is the no-effect control and ±100 the full control effect
#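 Pol eta at 10 nM preincubated with compounds 15 min at room temperature; reaction started with fluorescent substrate (50 nM final) and read kinetically at 0 and 10 min.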
# PGK inhibitor: qHTS Assay to Find Inhibitors of Phosphoglycerate Kinase; Phosphoglycerate kinase, glycosomal (Trypanosoma brucei brucei), P07378; PGK/GAPDH coupled, Kinase-Glo luminescence, 60 min; Potency, µM (series often up to 57.5 µM), for inactives: at the top dose activity change, negative = inhibition, usual class: inhibitors; 380,000 tested, 0.043% active; further: potency means the concentration at half of the fitted maximal effect; on the % scale 0 is the no-effect control and ±100 the full control effect; nearly all actives have a fitted effect of over 60% in size
# Target sequence (P07378 whole entry, looked up): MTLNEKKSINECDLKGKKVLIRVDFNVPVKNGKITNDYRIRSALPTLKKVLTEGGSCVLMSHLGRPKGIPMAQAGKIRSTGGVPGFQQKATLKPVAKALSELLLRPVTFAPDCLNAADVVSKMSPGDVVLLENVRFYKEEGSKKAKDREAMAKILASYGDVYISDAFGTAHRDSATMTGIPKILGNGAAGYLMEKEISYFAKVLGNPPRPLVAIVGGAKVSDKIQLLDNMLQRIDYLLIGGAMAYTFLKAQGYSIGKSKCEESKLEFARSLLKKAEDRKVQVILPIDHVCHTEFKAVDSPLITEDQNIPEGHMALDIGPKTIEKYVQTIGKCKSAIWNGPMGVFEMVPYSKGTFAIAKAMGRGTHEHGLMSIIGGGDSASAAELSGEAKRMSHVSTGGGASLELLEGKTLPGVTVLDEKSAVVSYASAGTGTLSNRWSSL
#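 Luminescent ATP detection (Kinase-Glo Plus) follows a 60-minute room-temperature incubation, with wells lacking PGK as controls. Buffer: 100 mM TEA (pH 7.6), 5 mM MgCl2, 0.01% Tween-20. Coupling enzyme GAPDH (100 nM final) supplies unstable 1,3-BPG in-well.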
# BAZ2B block: qHTS Assay for Inhibitors of BAZ2B; AlphaScreen BAZ2B-H3K14Ac peptide displacement; 360,000 tested, 4.4% active; Potency, µM (series often up to 114 µM), inactives show at the top dose activity change, negative = inhibition, hits mostly inhibitors; further: potency means the concentration at half of the fitted maximal effect; on the % scale 0 is the no-effect control and ±100 the full control effect; nearly all actives have a fitted effect of over 60% in size
#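 In this displacement format the biotinylated H3(5-23) peptide acetylated at Lys14 serves as ligand at 50 nM, with BAZ2B at 50 nM in PBS pH 7.4 containing 0.01% Tween-20. Donor and acceptor beads are 10 ug/mL final.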
# HP1b chromo inh: HTS for Inhibitors of HP1-beta Chromodomain Interactions with Methylated Histone Tails; Chromobox protein homolog 1 (Homo sapiens), P83916; AlphaScreen HP1-beta / biotin-H3K9me3 peptide binding; Potency, µM (highest dose often 114 µM), for the others: at the top dose activity change, negative = inhibition, actives largely listed as inhibitors; 390,000 tested, 0.56% active; AID 540317, 2011; further: potency means the concentration at half of the fitted maximal effect; nearly all actives have a fitted effect of over 70% in size; inactives centre near 23
# Target sequence (P83916 whole entry, looked up): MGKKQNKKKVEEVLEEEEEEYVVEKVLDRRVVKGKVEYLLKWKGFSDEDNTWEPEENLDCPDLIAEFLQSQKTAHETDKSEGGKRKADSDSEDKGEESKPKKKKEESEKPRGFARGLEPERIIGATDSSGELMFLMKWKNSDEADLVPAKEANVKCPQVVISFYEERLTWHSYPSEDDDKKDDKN
#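 Compound inhibition of the preformed complex between 50 nM HP1-beta and 50 nM biotinylated H3K9me3 peptide was read by AlphaScreen. Buffer was PBS pH 7.4 with 0.01% Tween-20. Incubations ran 30 min at room temperature, with 10 ug/mL donor/acceptor beads.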
# GLS inhibitor: qHTS for Inhibitors of Glutaminase (GLS); Potency, µM (series often up to 45.5 µM), for the others: at the highest dose activity change, negative = inhibition, actives largely listed as inhibitors; GLS enzymatic activity, qHTS titration; Glutaminase kidney isoform, mitochondrial (Homo sapiens), O94925; 410,000 tested, 0.21% active; further: potency means the concentration at half of the fitted maximal effect; on the % scale 0 is the no-effect control and ±100 the full control effect
#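 hKGA in 45 mM KH2PO4 (pH 8.2), 0.02% Tween-20 with compound, then 1mM L-Glutamine (stock as added) plus glutamate oxidase/HRP/Amplex red coupling mix. Fluorescence read initially and after 30 min at RT; signal change reflects glutamate formation.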
# PI4K2A inh: qHTS for small molecular inhibitors of PI4K2A; 420,000 tested, 0.13% active; purified PI4K2A, ADP-Glo luminescence, 1 h; stronger effect = lower value; activity change, negative = inhibition, % at 76.9 µM; Phosphatidylinositol 4-kinase type 2-alpha (Homo sapiens), Q9BTU6; in the data active means activity change below about -50%; inconclusive means mostly about -30% to -49%;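 further: -100% = wells without enzyme as full effect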
#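 Compounds are screened against recombinant PI4K2A using PI as substrate and ATP, the latter dispensed at 300 microM. Reactions run one hour at ambient temperature before ADP-Glo detection; full inhibition defined by wells lacking enzyme.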
# JMJD2A Tudor inh: qHTS Assay for Inhibitors of JMJD2A-Tudor Domain; AlphaScreen JMJD2A-Tudor / H3K4me3 peptide binding; 390,000 tested, 4.4% active; Potency, µM (doses to about 114 µM), inactives show at the top dose activity change, negative = inhibition, hits mostly inhibitors; further: potency means the concentration at half of the fitted maximal effect; on the % scale 0 is the no-effect control and ±100 the full control effect; nearly all actives have a fitted effect of over 50% in size
# * marks the source's active call; other numbers are inactive results; i = inactive; ? = inconclusive; / = no result given; & = joins results of further samples; [ ] = remark or other dose. Unless noted, the call rests on the fitted dose curve; in most records, active means well fitted curve in the direction sought with a large enough effect; inconclusive means small, poorly fitted or top-dose-only effect, or another doubt; inactive means no such curve, though single readings can be large; an effect the other way counts as inactive or inconclusive. The list is partial (hit frequency here may not be typical).
Pin1 inh,G9a inh,Pol eta inh,PGK inhibitor,BAZ2B block,HP1b chromo inh,GLS inhibitor,PI4K2A inh,JMJD2A Tudor inh,canonical_smiles
6.5%,-3.0%[59 µM],/,/,-1.7%,17.4%,-3.1%,-2.8,-13.7%,COC(=O)CNC(c1ccccc1)c1cc(Br)ccc1NC(=O)c1ccccc1 (stereo not given)
-0.9%,46.3%[59 µM],-9.0%,1.6%,-1.0%,5.1%,3.8%,-4.3,-17.9%,FC(F)(F)c1nc2ccccc2n2c(-c3ccc(Cl)cc3)nnc12
-3.9%,?,-8.9%,-2.3%,-20.2%,31.7%,-4.9%,2.1,-12.9%,COc1ccc(Cn2cnc3c(NS(C)(=O)=O)c(C)c(C)cc32)cc1
13.1%,/,-21.3%,0.0%,/,40.9%[activator],1.1%,-2.5,-2.8%,Cc1cc(-c2ccccc2)cc(=O)[nH]1
-0.5%,-6.1%[59 µM],2.3%,-4.2%,/,9.5%,-1.1%,-2.5,-14.8%,CC(=O)Nc1nonc1-c1nc2ccccc2n1Cc1nnc(C)o1
-3.8%,/,-15.2%,-2.9%,?,10.2%,1.5%,-1.2,89.1µM*,COc1ccc(NC(=S)N2CCN(S(=O)(=O)c3ccc(OC)cc3)CC2)cc1
-2.1%,?,-0.1%,-3.0%,?,10.4%,16.3%,-17.4,-33.2%,O=C(c1ccco1)N1CCN(C(c2ccc(F)cc2)c2nnnn2CC2CCCO2)CC1 (stereo not given)
0.5%,?,2.7%,1.8%,-38.0%,3.3%,11.8%,2.3,?,CC(C)C(=O)Nc1ccc(N2CCCC2)cc1
7.9%,?,-17.8%,-6.5%,?,?,15.5%,-4.9,56.2µM*,COc1ccc(NC(=S)Nc2cc(-c3ccccc3)[nH]n2)cc1Cl
4.8%,8.1%,-20.7%,-11.9%,2.6%,-1.6%,14.3%,2.0,-11.0%,CCCc1nc(SCC(=O)Nc2nccs2)c2ccccc2n1
2.3%,18.4%,-3.4%,7.2%,-6.6%,27.3%,1.9%,-6.5,-11.7%,CCn1cc(C(=O)N(C)c2ccccc2F)c2cc(OC)c(OC)cc2c1=O
-0.4%,-4.0%[59 µM],-19.0%,-6.4%,2.5%,38.0%,8.7%,-0.4,5.8%,CCS(=O)(=O)NCCc1csc2nc(-c3ccc(C)cc3)nn12
-9.8%,44.7µM*,5.2%,-5.5%,-36.3%,23.7%,4.2%,-2.4,79.4µM*,O=C1OCCN1S(=O)(=O)Nc1ccccc1
-0.5%,/,-13.4%,8.0%,-7.9%,22.0%,-2.2%,-3.0,-10.9%,CCCCc1cc(=O)oc2cc(C)cc(OCC(=O)N3CCC(C(N)=O)CC3)c12
5.5%,-2.9%,-1.5%,5.9%,-8.2%,15.4%,5.6%,-3.0,-11.6%,CC(=O)N1CCCc2cc(S(=O)(=O)N3CCC(C)CC3)ccc21
-1.9%,-26.6%[2.33 µM],-5.2%,-1.1%,21.7%,26.3%,-0.4%,-1.3,11.4%,Cc1ccccc1NC(=O)NCc1ccco1
?,?,-0.1%,-3.6%,1.3%,12.6%[57 µM],0.0%,-5.3,-5.5%,COc1ccccc1CN1CCNC(=O)C1CC(=O)NCCc1cnccn1 (stereo not given)
-0.6%,12.6µM*,?,-3.4%,-24.6%,3.1%,/,3.2,?,O=C1Nc2ccccc2/C1=N\c1sc2c(c1C(=O)Nc1ccccc1)CCCC2
-1.7%,/,-16.0%,-4.0%,-11.4%,20.0%,0.0%,2.8,-13.9%,Cc1cc[n+](CC(=O)Nc2nc3ccccc3s2)cc1
-8.3%,/,-5.3%,i,/,7.9%,6.3%,0.7,-11.7%,O=C1NCCSC1c1ccccc1 (stereo not given)
-0.8%,-16.5%[59 µM],1.7%,-6.0%,8.0%,-8.5%,1.2%,0.0,-33.4%,O=C(CN1CCC(Cc2ccccc2)CC1)NC(=O)NCc1ccco1
-8.7%,10.4%,1.5%,-9.8%,10.2%,24.7%,21.4%,-0.8,-6.7%,CC(Cc1c[nH]c2ccccc12)NC(=O)C1CCCNC1=O (stereo not given)
2.4%,-33.0%,5.0%,-6.3%,10.8%,16.0%,-8.1%,1.7,-6.2%,CN(CC(=O)Nc1ccccc1Cl)C(=O)COC(=O)/C=C/c1ccccc1
-2.6%,?,-18.4%,i,-14.3%,8.4%,1.3%,-3.3,-17.8%,O=C(c1ccc(OC2CCN(Cc3ccccc3C(F)(F)F)CC2)cc1)N1CCCCC1
-1.1%,-36.7%,-14.8%,-7.5%,-17.0%,1.2%,-7.2%,-1.5,-30.8%,CCN(CC)C(=O)CSc1nc2c(sc(=S)n2-c2ccccc2OC)c(=O)n1-c1ccccc1

# Complete entries from above. Screens in order: Pin1 inh	G9a inh	Pol eta inh	PGK inhibitor	BAZ2B block	HP1b chromo inh	GLS inhibitor	PI4K2A inh	JMJD2A Tudor inh
# CCS(=O)(=O)NCCc1csc2nc(-c3ccc(C)cc3)nn12 in the list: -0.4%	-4.0%[59 µM]	-19.0%	-6.4%	2.5%	38.0%	8.7%	-0.4	5.8%
# CC(C)C(=O)Nc1ccc(N2CCCC2)cc1 in the list: 0.5%	?	2.7%	1.8%	-38.0%	3.3%	11.8%	2.3	?

# Next section
Pin1 inh,G9a inh,Pol eta inh,PGK inhibitor,BAZ2B block,HP1b chromo inh,GLS inhibitor,PI4K2A inh,JMJD2A Tudor inh,canonical_smiles
22.1%,?,-1.2%&-15.4%,-0.6%&-2.8%,-7.1%,-0.6%&4.8%,-1.2%&1.3%,-2.2&5.1,-19.2%&-20.2%,O=C(Nc1nc(-c2ccc(S(=O)(=O)N3CCOCC3)cc2)cs1)c1ccccc1
3.4%,14.1µM*,50.1µM*,-4.4%,-34.9%[57.1 µM],-6.9%,13.8%,?,79.4µM*,CCOc1cccc(CNc2ccc(O)cc2)c1OCc1ccc(Cl)cc1
-3.5%,37.0%[activator][12.7 µM],5.4%,-7.3%,-15.3%,45.9%[activator],-0.1%,-2.9,-11.0%,Cc1ccccc1-c1nnnn1C1CCS(=O)(=O)C1 (stereo not given)
-0.1%,30.8%,-16.4%,-7.8%,-18.8%,26.0%,-4.4%,7.2,-19.6%,Cc1cc(C)cc(C(=O)N(C)C2CCCN(Cc3ccccc3F)C2)c1 (stereo not given)
4.5%,3.4%,-7.6%,4.4%,-11.9%,23.4%,-2.4%,-2.4,-9.6%,O=C(c1ccc(F)cc1F)N1CCCN(c2nc(-c3ccccc3)ns2)CC1
16.7%,?,-2.6%,-3.4%,79.4µM*,-8.7%,0.7%,-1.8,25.1µM*,O=C(COC(=O)c1ccc2ncsc2c1)NC(=O)c1ccccc1
?,12.6µM*,14.1µM*,/,39.8µM*,?,?,-52.7*,20µM*,COc1ccccc1CNC(=O)COC(=O)c1cc(-c2ccco2)nc2ccccc12
-2.0%,?,-11.0%,-6.0%,-0.9%,-1.8%,-9.1%,3.4,-9.7%,CC(=O)c1ccc(NC(=O)[C@@]2(CC(=O)O)CC(/C=C/c3ccccc3)=NO2)cc1
-1.4%,-1.8%[59 µM],-10.8%,3.8%,3.5%[57.1 µM],31.0%,21.2%,-0.8,-17.2%,Cc1ccc(Cl)cc1NS(=O)(=O)c1ccc2c(c1)NC(=O)CCS2
2.0%,9.6%[59 µM],5.6%,-7.3%,3.5%,50.4%[activator],10.7%,1.2,-24.9%,CC(C)[C@H](NC(N)=O)C(=O)Nc1ccc2c(c1)CCC2
1.4%,62.3%[activator],-17.6%,i,78.9%[activator],142.4%[activator],-6.8%,-3.6,81.2%[activator],CCNc1nc(SCCOc2ccc(Cl)cc2Cl)nc(N(C)C)n1
1.1%,25.3%,1.1%,15.0%,-11.2%,12.9%,13.2%,-5.8,-13.7%,Cc1cc(C)n(CC(=O)N2CCCC(N3CCN(c4cccc(C(F)(F)F)c4)CC3)C2)n1 (stereo not given)
?,-0.3%[59 µM],4.6%,5.5%,-22.0%,9.1%,-17.1%,0.0,?,CCOC(=O)c1c(S(=O)(=O)NCC(=O)Nc2cccc(SC)c2)c(C)n(C)c1C
-6.0%,-2.7%[59 µM],-17.6%,-6.8%,17.5%[57.1 µM],40.9%[activator],4.5%,0.8,7.8%,CSc1ccc(CCNC(=O)c2cc(C)nc3c2c(C)nn3-c2cccc(F)c2)cc1
2.4%,-4.7%[59 µM],-17.0%,-8.3%,-24.5%,3.1%,4.3%,-1.7,-9.2%,CCn1c(SCc2nc(CC(=O)Nc3ccccc3OC)no2)nnc1-c1cccs1
-2.0%,8.2%,-7.1%,i,-10.8%,41.0%[activator],-4.7%,0.5,-2.8%,Cc1nc2cc(NS(=O)(=O)c3ccccc3)ccc2n1C
-3.2%,11.5%,-7.2%,i,2.7%,-4.2%,3.2%,0.1,-7.3%,O=C(CN(Cc1ccccc1Cl)C(=O)c1csnn1)NCc1ccc(F)cc1

# Looked up above.
# CC(=O)Nc1nonc1-c1nc2ccccc2n1Cc1nnc(C)o1 – PI4K2A inh = -2.5
# COc1ccccc1CN1CCNC(=O)C1CC(=O)NCCc1cnccn1 (stereo not given) – GLS inhibitor = 0.0%
# O=C(c1ccc(F)cc1F)N1CCCN(c2nc(-c3ccccc3)ns2)CC1 – Pol eta inh = -7.6%
# CSc1ccc(CCNC(=O)c2cc(C)nc3c2c(C)nn3-c2cccc(F)c2)cc1 – BAZ2B block = 17.5%[57.1 µM]
